# Source: PubChem (National Center for Advancing Translational Sciences (NCATS))
# Tau fibril FP = inhibitors of human tau fibril formation; K18 P301L tau heparin fibrillization, Alexa594 FP, 6 h; Potency, µM (top dose mostly 57.7 µM), without a hit: at the top dose activity, negative = inhibition, actives largely listed as inhibitors; 0.39% of 280,000 active; AID 1468; further: on the % scale 0 is the no-effect control and ±100 the full control effect; nearly all actives have a fitted effect of over 55% in size
# Target sequence (P10636 561-689 P618L limits assumed): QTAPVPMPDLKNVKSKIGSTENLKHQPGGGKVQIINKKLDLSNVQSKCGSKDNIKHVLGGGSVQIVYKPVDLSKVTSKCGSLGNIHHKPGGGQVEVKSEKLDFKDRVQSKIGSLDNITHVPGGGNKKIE
#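 Heparin (20 uM) drove fibril formation of recombinant tau K18 P301L, 15 uM unlabeled with 0.24 uM Alexa 594 label, for 6 hr at 37 C in 100 mM sodium acetate pH 7. Fluorescence polarization (555/632 nm) read 1 hr after 30 uM ThT.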
# HTT ATP protect = protects HTT-Q103 PC12 cells, measured by ATP; PC12 HTT-Q103 induced, cytoprotection, ATP luminescence, 40 h; Potency, µM (titrated, usually from 56.4 µM), without a hit: cytoprotection (ATP increase), most hits filed as activators; 0.14% of 230,000 active;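 further: % of control where 0% means no effect; nearly all actives have a fitted effect of over 45% in size; toxic huntingtin expression switched on by the ecdysone agonist tebufenozide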
#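 PC12 cells with ecdysone-inducible HTT exon 1 Q103-GFP, induced with 100 nM tebufenozide and co-treated with library compounds in a dose series (1536-well, 1500 cells/well). Cytoprotection read as ATP content by ATPlite luminescence.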
# Tau fluor counter = counter-screen for tau fibril formation inhibitors | AID 1463 | 0.93% of 280,000 active | Potency, µM (top dose mostly 57.7 µM), for inactives: top-dose activity change, negative = decrease | tau K18 P301L Alexa594 fluorescence, heparin fibrillization; further: on the % scale 0 is the no-effect control and ±100 the full control effect; nearly all actives have a fitted effect of over 55% in size
#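 Human tau K18 P301L (15 uM unlabeled, 0.24 uM Alexa 594-labeled) in 100 mM sodium acetate pH 7 with 20 uM heparin, 6 hr at 37 C. ThT 30 uM added, 1 hr ambient; Alexa 594 FP and total fluorescence read at 555/632 nm.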
# Tau ThT inhib = blocks human tau fibril formation measured by thioflavin T; Potency, µM (highest dose often 57.4 µM), for inactives: at the top dose activity, negative = inhibition, hits mostly inhibitors; 2.1% of 270,000 active; recombinant tau K18 P301L (four-repeat tau fragment), heparin-induced fibrillization, ThT fluorescence; AID 1460; P10636; further: on the % scale 0 is the no-effect control and ±100 the full control effect; nearly all actives have a fitted effect of over 55% in size
#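 Recombinant human tau K18 fragment […] carrying P301L, 15 uM unlabeled plus 0.24 uM Alexa 594-labeled, was fibrillized with 20 uM heparin in 100 mM sodium acetate pH 7 for 6 hr at 37 C; 30 uM ThT fluorescence read after 1 hr.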
# HTT aggregate = inhibitors of mutant huntingtin aggregate formation in PC12 cells; PC12 HttQ103-GFP aggregates, Acumen cytometry, 40 h; Potency, µM (top dose mostly 46.1 µM), inactives show top-dose activity change, negative = inhibition, usual class: inhibitors; 1.1% of 220,000 active; AID 1688; further: on the % scale 0 is the no-effect control and ±100 the full control effect; nearly all actives have a fitted effect of over 60% in size
#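 Using laser scanning cytometry, GFP-positive aggregates were counted after lysis of PC12 cells induced with 100 nM tebufenozide to express HTT exon 1 Q103–GFP. Compounds were tested in titration.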
# SMN2 splice up = enhancers of SMN2 splice variant expression | HEK293 SMN2-luciferase splicing reporter, luminescence, 30-36 h | 2.8% of 210,000 active | Potency, µM (series often up to 46.1 µM), inactives show at the top dose activity change, positive = activation, most hits filed as activators; further: % of control where 0% means no effect; nearly all actives have a fitted effect of over 55% in size
#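 HEK293 cells carry an SMN2 minigene-luciferase reporter in which exon 7 inclusion puts luciferase in frame. Cells were seeded at 2000 cells/well, attached for 10-12 hours, then exposed to compounds for 30-36 hours at 37C before ONE-Glo luminescence.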
# ALDH1A1 inh = ALDH1A1 (human) enzyme inhibition; P00352; Purified ALDH1A1, NADH fluorescence, propionaldehyde substrate; Potency, µM (highest dose often 75.3 µM), for inactives: top-dose activity, negative = inhibition, most hits filed as inhibitors; 7.3% of 220,000 active; active means well fitted inhibition curve with a large enough effect, not every such curve was filed as active; inconclusive means small, poorly fitted or top-dose-only effect, or another doubt; inactive means no such curve, though single readings can be large or run the other way;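 further: plate controls were no enzyme wells and a reference inhibitor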
# Target sequence (P00352 whole entry, looked up): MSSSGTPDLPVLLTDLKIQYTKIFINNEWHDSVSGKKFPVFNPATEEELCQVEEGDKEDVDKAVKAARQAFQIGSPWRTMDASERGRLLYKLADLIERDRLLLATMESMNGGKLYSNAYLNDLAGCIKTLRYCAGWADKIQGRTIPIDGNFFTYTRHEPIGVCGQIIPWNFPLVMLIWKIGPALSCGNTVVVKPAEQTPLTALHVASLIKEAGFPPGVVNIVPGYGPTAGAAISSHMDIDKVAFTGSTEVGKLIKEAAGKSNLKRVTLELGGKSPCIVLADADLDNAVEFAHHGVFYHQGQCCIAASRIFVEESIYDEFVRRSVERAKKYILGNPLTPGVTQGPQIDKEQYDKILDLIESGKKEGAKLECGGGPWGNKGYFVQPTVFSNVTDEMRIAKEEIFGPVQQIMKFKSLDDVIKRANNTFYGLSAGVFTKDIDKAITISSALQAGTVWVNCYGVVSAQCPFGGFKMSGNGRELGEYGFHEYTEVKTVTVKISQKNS
# KDM4E inh = JMJD2E (human) inhibition; B2RXH2; JMJD2E catalytic domain, FDH-coupled NADH fluorescence (FDH is formaldehyde dehydrogenase); Potency, µM (top dose mostly 57.1 µM), for inactives: at the top dose activity change, negative = inhibition, most hits filed as inhibitors; 1.6% of 230,000 active; active means well fitted inhibition curve with a large enough effect, not every such curve was filed as active; inconclusive means small, poorly fitted or top-dose-only effect, or another doubt; inactive means no such curve, though single readings can be large or run the other way;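 further: 0% = wells with enzyme and -100% = buffer wells without enzyme; nearly all actives have a fitted effect of over 50% in size; many of its hits are not listed in these tables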
# Target sequence (B2RXH2 1-337 limits assumed): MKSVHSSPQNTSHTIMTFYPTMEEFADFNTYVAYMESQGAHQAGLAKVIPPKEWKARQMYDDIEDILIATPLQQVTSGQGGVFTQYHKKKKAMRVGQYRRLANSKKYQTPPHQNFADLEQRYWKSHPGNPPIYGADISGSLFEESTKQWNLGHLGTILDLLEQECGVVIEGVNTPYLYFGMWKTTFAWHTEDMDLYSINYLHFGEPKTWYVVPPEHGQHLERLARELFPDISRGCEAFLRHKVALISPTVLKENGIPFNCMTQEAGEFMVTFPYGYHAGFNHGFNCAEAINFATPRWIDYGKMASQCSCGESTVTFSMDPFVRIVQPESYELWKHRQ
# The depositor's hits bear a star; ? = inconclusive; . = no result given; & = joins results of further samples; [ ] = dose if it differs, or a comment. Unless noted, the call rests on the fitted dose curve; in most records, active means well fitted curve in the direction sought with a large enough effect; inconclusive means small, poorly fitted or top-dose-only effect, or another doubt; inactive means no such curve, though single readings can be large; an effect the other way counts as inactive or inconclusive. Potency means the concentration at half of the fitted maximal effect. An excerpt, so the mix of outcomes need not match the whole.
SMILES,Tau fibril FP,HTT ATP protect,Tau fluor counter,Tau ThT inhib,HTT aggregate,SMN2 splice up,ALDH1A1 inh,KDM4E inh
CCc1ccc(C2CC(=O)Nc3c2c(=O)nc2c(C)cccn32)cc1 (stereo unspecified),3%&-3%,-17%,6%&-9%,2%&-10%,-7%,8%,-11%,?
CN(C)c1ccc(/C=N\S(=O)(=O)c2ccccc2)cc1,-3%,-8%[10 µM],3%,3%,3%,-5%,0.71µM*,-3%
CC(=O)n1cc(N(C(=O)CCl)c2ccccc2)c2ccccc21,2%,-7%[10 µM],-5%,?,-9%[9.22 µM],.,.,?
CC(C)CNC(=O)NC1(C(F)(F)F)Oc2ccccc2O1,1%,-6%,-9%,-7%,-4%,17%,7%,-5%
CC(C)CC(NC(N)=O)C(=O)NCc1ccc(Cl)cc1 (stereo unspecified),0%,26%,-6%,-3%,-19%,9%,2%,-4%
O=C(c1ccc(F)cc1)N1CCCC(C(=O)N2CCc3ccccc3C2)C1 (stereo unspecified),3%,11%[10 µM],-5%,-10%,-17%[9.22 µM],.,.,-2%
COc1ccc2c(c1OC)C(=O)OC2CC(=O)O (stereo unspecified),6%,4%,-4%,-12%,4%,?,-10%,?
O=C(/C=C/c1ccc(Cl)cc1Cl)N1CCN(c2ccccc2[N+](=O)[O-])CC1,0%,4%[10 µM],0%,3%,-15%,?,8%,11%
COC(=O)C(C)Sc1nnc(Cc2cc(=O)[nH]c(=O)[nH]2)n1-c1cccc(OC)c1 (stereo unspecified),?,-11%,-5%,0%,-4%,0%,7%,1%
CN1/C(=C\C(=O)c2cncc(Br)c2)C(C)(C)c2ccccc21,8%,7%[10 µM],17%,?,16µM*,-51%[inhibitor],-5%,0%

# Three of the entries above in order of the ALDH1A1 inh value, high to low:
Compound	ALDH1A1 inh
O=C(/C=C/c1ccc(Cl)cc1Cl)N1CCN(c2ccccc2[N+](=O)[O-])CC1	8%
COC(=O)C(C)Sc1nnc(Cc2cc(=O)[nH]c(=O)[nH]2)n1-c1cccc(OC)c1 (stereo unspecified)	7%
CN1/C(=C\C(=O)c2cncc(Br)c2)C(C)(C)c2ccccc21	-5%

# The listing continues:
SMILES,Tau fibril FP,HTT ATP protect,Tau fluor counter,Tau ThT inhib,HTT aggregate,SMN2 splice up,ALDH1A1 inh,KDM4E inh
CCOC(=O)c1sc(=NC(=O)c2cccc(C)c2)n(C)c1C,-2%,-63%[inhibitor],-6%,-5%,-9%,10µM*,?,?
CCOc1ccc2ccccc2c1CNc1nnnn1CC,-8%,-4%,-7%,2%,4%,-2%,3%,-7%
CC(C)(C)n1nnnc1C(c1ccncc1)N1CCN(c2ccc(O)cc2)CC1 (stereo unspecified),-5%,-26%,-19%,-23%,-28%,22%,?,?
CCOC(=O)c1nn(-c2ccccc2)c(=O)c2c(N)scc12,?,-10%[10 µM],?,8.9µM*,3%,-9%,?,?
COc1ccccc1CCNC(=O)CCc1c(C)c2cc3c(C)coc3cc2oc1=O,2%,.,-11%,-17%,.,11%,.,.
Cc1ccc(Cl)cc1N(CC(=O)NC1CCCCC1)S(C)(=O)=O,-1%,-2%[10 µM],-8%,-5%,7%,-5%,12%,5%
CN1CCCN(C(=O)CC(c2ccccc2)c2ccccc2)CC1,3%,-25%,0%,-6%,10%,-10%,2%,10%
CC(C)N(Cc1nc2ccccc2[nH]1)C(C)C,-2%,-2%,-2%,0%,8%,-12%,3%,3%
COc1ccc2[nH]c(=O)c(CN(CCO)C(=O)c3cccs3)cc2c1,1%,-5%,-1%,-3%,-3%,?,?,?
COc1c(CC=C(C)C)cc(C2CC(=O)c3c(O)cc(O)cc3O2)cc1CC=C(C)C (stereo unspecified),?,-8%[10 µM],?,3%,-16%[9.22 µM],.,.,?
COC(=O)c1cccc(N(C(=O)CNC(=O)c2ccco2)C(C(=O)NC2CCCC2)c2ccco2)c1 (stereo unspecified),8%,-15%[10 µM],-1%,-10%,10%,-4%,?,-1%
NC(=O)c1ccc(C23CC4CC(CC(C4)C2)C3)o1,2%,.,-7%,-9%,13%,-5%,-4%,5%
CCN(CC)S(=O)(=O)c1ccc2c(c1)c(C(=O)O)cn2C,3%,-7%,2%,5%,-13%,2%,-1%,5%
Cc1ccc(C(=O)NC2CC3CCC(C2)N3Cc2ccco2)cc1 (stereo unspecified),-7%,-9%[1.9 µM],-10%,-7%,9%,-13%,-1%,5%
COc1ccc(Br)cc1CNC(=O)C1CCN(S(=O)(=O)N2CCCC2)CC1,-10%,-4%,-14%,-12%,5%,-11%,?,10%
Cc1cc(N2CCOCC2)ccc1/C=C1\NC(=O)N(Cc2ccccc2)C1=O,15%,26%,-30%,-17%,27%[9.22 µM],-43%[inhibitor],?,-9%
Cc1c(-c2nc(N)nc(Nc3ccc(F)cc3)n2)oc2ccccc12,?,-6%[0.074 µM],?,15%,-25%,16µM*,1%,?
CC(=O)N(C(C)=O)N1C(=O)c2cccc3c(N4CCOCC4)ccc(c23)C1=O,-13%,7%[10 µM],-5%,-13%,0%,3%,10%,-5%
CCOC(=O)C1=C(C)NC(C)=C(C(=O)OCC)C1c1sccc1C,6%,-22%,?,0%,-6%,-12%,4%,?
S=C(Nc1ccc(Oc2ccc(NC(=S)NC3CCCCC3)cc2)cc1)NC1CCCCC1,5%,.,8%,8%,-13%,-44%[inhibitor],-1%,-2%
N#Cc1c(N2CCCC2)nc(N)c2c(N)nc(N3CCCC3)cc12,11%,4%[10 µM],13µM*[quencher],?,-6%,11µM*,?,?
CC1Cc2ccccc2N1CC(=O)Nc1ccc2c(c1)OC(F)(F)O2 (stereo unspecified),?,-9%,?,?,7%,0%,?,-1%
Cc1ccc(-n2c(SCC(=O)NCc3ccccc3)nc3c([nH]c4ccccc43)c2=O)cc1,-4%,.,-2%,15%,.,-3%,.,.
COc1cc(/C=N/NC(=O)c2cc(-c3ccccc3)sc2N)cc(OC)c1OC,?,0%[10 µM],13µM*[quencher],.,-15%[9.22 µM],.,.,?
CC(Sc1nc(N)cc(=O)[nH]1)C(=O)Nc1sc2c(c1C#N)CCCC2 (stereo unspecified),1%,-105%[inhibitor],-4%,-3%,?,-61%[inhibitor],-2%,-5%
O=C(c1ccco1)N1CCN(C(=O)c2cc(-c3ccccn3)nc3ccccc23)CC1,3%,-1%,-5%,-2%,2%,-15%,3.5µM*,-1%
CC(C)CNC(=O)c1ccccc1NC(=O)/C=C/c1cccc([N+](=O)[O-])c1,6%,-2%[10 µM],6%,4%,2%,-31%[inhibitor],-4%,-3%
COc1cc(Cl)c(C)cc1NC(=O)CNC(C)c1ccccc1OC (stereo unspecified),2%,-34%[inhibitor],-12%,-10%,-8%,-13%,9%,-1%
O=C(CSc1nnc(NC(=O)C2CCCCC2)s1)NCc1ccco1,3%,-23%,-10%,-9%,21%,5%,0%,-2%
Cc1ccc(NC(=S)N2CCSC2c2cccs2)cc1 (stereo unspecified),0%,19%,-12%,-5%,-6%,-11%,?,-3%
O=C(NCc1ccco1)Nc1ccc(Br)cc1Cl,9%,-20%[0.074 µM],0%,5%,-29%,?,-3%,5%
O=C(NCc1cccc(Cl)c1)c1ccco1,4%,-5%[1.9 µM],1%,-2%,-7%,-12%,-2%,0%
Cc1cc2oc(=O)cc(CSc3nc(N)cc(N)n3)c2cc1C,-9%,21%,-23%,-10%,13%,-4%,?,-4%
Cc1ccccc1-n1c(C)nnc1SCC(=O)NCC1CCCO1 (stereo unspecified),2%,5%,8%,5%,-8%,9%,3%,5%
Cc1cnn(-c2cc(N/N=C/c3cccc(F)c3)ncn2)c1,-2%,-3%[10 µM],-2%,0%,22%,18%,20%,-4%
Nc1nc(Cl)cc(N2CCC(c3cc(-c4ccc(Cl)cc4)n[nH]3)CC2)n1,-15%,-87%[inhibitor],?,-7%,?,-65%[inhibitor],1%,6%
Cc1cccc(OCC2CCCN(Cc3nc(C4CC4)no3)C2)c1 (stereo unspecified),3%,-6%[10 µM],-3%,-7%,-20%[9.22 µM],.,8%,4%
Cc1ccc(-c2nc(N/N=C/c3cccnc3)c3ccccc3n2)cc1,?,-19%[10 µM],?,-17%,?,?,-6%,-5%
CCCNC(=O)C(=O)NCc1ccccn1,-2%,-7%[10 µM],12%,13%,-13%[9.22 µM],-7%,0%,-3%
COc1cccc(C(c2nnnn2Cc2ccco2)N2CCN(c3cccc(C)c3C)CC2)c1OC (stereo unspecified),1%,-17%[10 µM],-16%,-16%,?,-18%,-4%,-6%
CCOC(=O)c1sc(NC(=O)CNC(=O)Cn2cnc3sc(C)c(C)c3c2=O)nc1C,1%,-3%,8%,9%,-7%[9.22 µM],21%,1%,1%
CCN1CCN(C(=O)c2ccc3c(c2)N(Cc2ccc(Cl)cc2)C(=O)c2ccccc2S3(=O)=O)CC1,3%,.,-18%,-3%,.,4%,.,.
Brc1ccc(-c2csc(N3CCc4ccccc4C3)n2)cc1,6%,-33%,-25%,?,9%,-6%,21%,-2%
CCOc1ccc(C(=O)c2cn(CC(=O)Nc3ccc(F)c(F)c3)c3cc4c(cc3c2=O)OCCO4)cc1,?,.,?,-11%,.,-12%,.,.
COc1ccc(C(=O)n2ccc(C)n2)cc1Br,?,-3%,-1%,-9%,-12%,29%,3%,-2%
Cc1ccc(C(=O)n2c3ccccc3c3ccccc32)cc1,?,-69%[inhibitor],-25%,-19%,?,.,5%,-15%
CCCN1CCC(=O)N(CCSc2ccc(C)cc2)CC1,3%,-10%[10 µM],13%,11%,29%[9.22 µM],.,.,-2%
CCc1ccc(S(=O)(=O)NCCc2cn3cccc(C)c3n2)s1,-8%,-45%[inhibitor],-4%,0%,-11%,-10%,-13%,-8%
